Screening results as filed in PubChem.
NOD2 RIPK2 PPI: NOD2-RIPK2 binding disruptors in cells, primary screen, fluorescence, CHO cells, BLA complementation; Receptor-interacting serine/threonine-protein kinase 2 (Homo sapiens), O43353; CCF4 ratio; inhibition, % at 4.98 µM; actives 0.38% (n = 360,000); in the data active = inhibition above about 21%;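 note: 0% = vehicle only and 100% = reference blocker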
Target sequence (O43353 whole entry, looked up): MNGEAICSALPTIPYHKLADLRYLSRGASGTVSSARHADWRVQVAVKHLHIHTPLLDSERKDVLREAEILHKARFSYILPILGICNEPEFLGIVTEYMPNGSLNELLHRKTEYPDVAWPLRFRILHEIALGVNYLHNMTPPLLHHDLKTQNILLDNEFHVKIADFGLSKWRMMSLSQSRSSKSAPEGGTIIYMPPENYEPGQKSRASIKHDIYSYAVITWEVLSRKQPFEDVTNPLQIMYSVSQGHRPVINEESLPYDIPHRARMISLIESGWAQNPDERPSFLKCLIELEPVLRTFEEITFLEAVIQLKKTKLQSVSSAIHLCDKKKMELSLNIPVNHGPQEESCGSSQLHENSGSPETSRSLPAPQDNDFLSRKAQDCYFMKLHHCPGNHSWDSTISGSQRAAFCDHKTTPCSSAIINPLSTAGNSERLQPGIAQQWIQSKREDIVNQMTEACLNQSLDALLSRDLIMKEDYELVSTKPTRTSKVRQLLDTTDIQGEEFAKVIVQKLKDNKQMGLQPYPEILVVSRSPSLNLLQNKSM
SRC3 inh: SRC3 coactivator transcriptional activity inhibitors, primary screen, cell-based, luminescence. inhibition, % at 3.6 µM. actives 0.17% (n = 360,000). Nuclear receptor coactivator 3 (Homo sapiens), Q9Y6Q9. HEK293 GAL4-SRC3 luciferase reporter;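 active = inhibition above a per-campaign cutoff, the mean of all compounds plus 3 SD, cut at about 60% in these data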;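 note: 0% = DMSO-treated cells and 100% = gossypol-treated cells at 36 µM; higher means less SRC3-driven luciferase light from the GAL4 reporter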
EBV LMP1 NFkB: EBV LMP1-driven NF-kappaB luciferase reporter inhibitors, primary screen, cell-based, luminescence, single point; inhibition, % at 12.5 µM; AID 504558, 2011; LMP1-induced NF-kappaB luciferase reporter cells; actives 0.69% (n = 350,000); in the data active = inhibition above about 41%;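 note: 0% = neutral control wells and 100% = reference inhibitor control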
SRC2 inh: inhibition of GAL4-SRC2 driven luciferase reporter, primary screen, SRC2 inhibitor project, cell-based, luminescence; Nuclear receptor coactivator 2 (Homo sapiens), Q15596; HEK293 GAL4-SRC2 luciferase reporter; inhibition, % at 9 µM; actives 0.17% (n = 370,000);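 active = inhibition above the mean inhibition of all tested compounds plus 3 SD, set per campaign, cut at about 52% in these data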;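 note: 0% = DMSO treated cells and 100% = cells given Gossypol at 36 µM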
LRH-1 inv ag: LRH-1 (NR5A2) inverse agonists, primary screen, cell-based, luminescence, HEK293T, StAR-luciferase reporter; Nuclear receptor subfamily 5 group A member 2 (Homo sapiens), O00482; AID 602396, 2012; inhibition, % at 3.6 µM; actives 0.13% (n = 360,000); LRH-1 transfected, 24 h;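 active = inhibition above the mean inhibition of all tested compounds plus 3 SD, cut at about 73% in these data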;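 note: 0% = DMSO wells and 100% = reporter-only cells lacking LRH-1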
C8 TRAIL sens: viability loss with TRAIL in NB7+C8 cells, primary screen, TRAIL sensitizer project, cell-based, ATPlite luminescence. inhibition (viability loss, TRAIL sensitization), % at 10 µM. actives 1% (n = 360,000);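 active = compounds causing at least 50% loss of cell viability in the single-dose screen, relative to plate controls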
Vif inh: HIV Vif self-association inhibitors, primary screen, imaging, HEK293T, single point. HEK293T cells, Vif self-association by quenched fluorescence, 24 h. inhibition, % at 7.49 µM. actives 0.35% (n = 340,000). AID 602346, 2012; in the data active = inhibition above about 50%, passing the limit was not always enough; note: some results filed as inactive read as strong as hits
TROY NFkB inh: inhibitors of TROY-driven NF-kB signaling, primary screen, Q293 LMP1-TROYcd cells, NF-kB luciferase, uHTS; Q293 LMP1-TROYcd NF-kB luciferase reporter, 4 h; inhibition, % at 10 µM; actives 0.98% (n = 360,000); AID 1347056, 2019;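 active = compounds whose plate-normalised and pattern-corrected inhibition of the luciferase reporter signal at the single screening dose is 50% or more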
NR2F2 inh: NR2F2 transcriptional activity inhibitors, primary screen, cell-based, luciferase reporter, HEK293T, luminescence. COUP transcription factor 2 (Homo sapiens), P24468. HEK293T NGFI-A luciferase reporter. inhibition, % at 8.6 µM. actives 0.7% (n = 370,000). AID 686940, 2013;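 active = inhibition above a per-plate cutoff, mean inhibition of test wells between control levels plus 3 SD, cut at about 38% in these data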;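 note: cells cotransfected with COUP-TFII expression vector driving the NGFI-A reporter; 0% = median of COUP-TF2 test wells and 100% = reporter-only cells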
Target sequence (P24468 whole entry, looked up): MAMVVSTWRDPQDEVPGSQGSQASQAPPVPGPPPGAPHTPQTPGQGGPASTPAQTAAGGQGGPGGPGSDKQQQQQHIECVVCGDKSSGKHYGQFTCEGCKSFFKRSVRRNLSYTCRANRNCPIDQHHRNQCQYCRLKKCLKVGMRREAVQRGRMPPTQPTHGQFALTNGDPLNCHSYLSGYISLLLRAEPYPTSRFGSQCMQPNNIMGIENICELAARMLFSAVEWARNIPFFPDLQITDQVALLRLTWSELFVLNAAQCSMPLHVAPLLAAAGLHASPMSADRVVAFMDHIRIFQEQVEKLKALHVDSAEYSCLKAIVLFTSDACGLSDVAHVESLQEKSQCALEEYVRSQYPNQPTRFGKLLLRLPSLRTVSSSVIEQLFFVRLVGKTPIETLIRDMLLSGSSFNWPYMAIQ
SRC1 inh: SRC1 coactivator transcriptional activity inhibitors, primary screen, cell-based, luminescence; AID 588354, 2011; HEK293 GAL4-SRC1 luciferase reporter; Nuclear receptor coactivator 1 (Homo sapiens), Q15788; inhibition, % at 3.6 µM; actives 0.12% (n = 360,000);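 active = inhibition above the campaign mean plus 3 SD, with each screening campaign given its own cutoff, cut at about 60% in these data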;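 note: 0% = DMSO treated cells and 100% = gossypol at 36 µM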
TLR9-MyD88 inh: inhibitors of TLR9-MyD88 association in cells, primary screen, cell-based, CHO, BLA complementation, fluorescence. actives 0.21% (n = 340,000). CCF4 FRET ratio. inhibition, % at 4.98 µM. Toll-like receptor 9 (Homo sapiens) + Myeloid differentiation primary response protein …;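 active = inhibition above the mean over all tested compounds plus 3 SD, cut at about 21% in these data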;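 note: 0% = DMSO only wells and 100% = clavulanate BLA inhibitor control wells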
Starred values were filed as active, the others as inactive. Some of the compounds tested. The share of hits here may be higher or lower than overall.

CCC(CO)Oc1cc(NC(=O)c2ccccc2N)c2ncn(C(C)C)c2c1 (centres undefined) was read as NOD2 RIPK2 PPI -3, SRC3 inh -14, EBV LMP1 NFkB 4, SRC2 inh -31, LRH-1 inv ag 4, C8 TRAIL sens -6, Vif inh -2, TROY NFkB inh -5, NR2F2 inh -6, SRC1 inh -9 and TLR9-MyD88 inh 0.
COc1cccc(OC)c1/C(O)=C(\C#N)c1nc2ccccc2[nH]1 was read as NOD2 RIPK2 PPI -9, SRC3 inh -15, EBV LMP1 NFkB -2, SRC2 inh 6, LRH-1 inv ag 29, C8 TRAIL sens 25, Vif inh 2, TROY NFkB inh -5, NR2F2 inh 11, SRC1 inh 1 and TLR9-MyD88 inh 3.
For O=C(c1ccco1)N1CCN(CC(O)COc2ccc(Br)cc2)CC1 (centres undefined) the results were NOD2 RIPK2 PPI 11, SRC3 inh -7, EBV LMP1 NFkB 1, SRC2 inh 5, LRH-1 inv ag -6, C8 TRAIL sens -8, Vif inh 5, TROY NFkB inh -5, NR2F2 inh 18, SRC1 inh 9 and TLR9-MyD88 inh -4.
Screening CC(C)CCNC(=O)CCCc1ccccc1 returned NOD2 RIPK2 PPI 4, SRC3 inh 5, EBV LMP1 NFkB -5, SRC2 inh -15, LRH-1 inv ag 8, C8 TRAIL sens -7, Vif inh 6, TROY NFkB inh -42, NR2F2 inh -5, SRC1 inh 5 and TLR9-MyD88 inh 4.
For CCC(=O)c1ccc(OCC(=O)Nc2nc(-c3cccnc3)cs2)cc1 the results were NOD2 RIPK2 PPI -6, SRC3 inh 9, EBV LMP1 NFkB 3, SRC2 inh -9, LRH-1 inv ag -5, C8 TRAIL sens 3, Vif inh -5, TROY NFkB inh 23, NR2F2 inh 9, SRC1 inh -10 and TLR9-MyD88 inh -6.
CCOn1c(=O)c[n+]([O-])c2ccccc21 was read as NOD2 RIPK2 PPI -9, SRC3 inh 23, EBV LMP1 NFkB -4, SRC2 inh 43, LRH-1 inv ag 10, C8 TRAIL sens 4, Vif inh 1, TROY NFkB inh 0, NR2F2 inh -12, SRC1 inh 11 and TLR9-MyD88 inh -7.
COc1ccc([N+](=O)[O-])cc1NC(=O)CCSCCc1ccccn1 was read as NOD2 RIPK2 PPI -1, SRC3 inh 14, EBV LMP1 NFkB -2, SRC2 inh -1, LRH-1 inv ag -15, C8 TRAIL sens 12, Vif inh -4, TROY NFkB inh 8, NR2F2 inh 18, SRC1 inh 17 and TLR9-MyD88 inh 0.
`O=C(COc1ccccc1C(=O)NCC1CCCO1)Nc1ccc(Cl)cc1Cl` (centres undefined) gave NOD2 RIPK2 PPI 1, SRC3 inh -4, EBV LMP1 NFkB 4, SRC2 inh -16, LRH-1 inv ag -3, C8 TRAIL sens -4, Vif inh -5, TROY NFkB inh 6, NR2F2 inh -3, SRC1 inh -12 and TLR9-MyD88 inh 2.
O=C(NC1CCN(C(=O)N2c3ccccc3Sc3ccccc32)CC1)c1ccccc1F was read as NOD2 RIPK2 PPI 1, SRC3 inh -8, EBV LMP1 NFkB -11, SRC2 inh 7, LRH-1 inv ag -31, C8 TRAIL sens -22, Vif inh -11, TROY NFkB inh -6, NR2F2 inh 18, SRC1 inh 7 and TLR9-MyD88 inh -6.
`Cc1ccc(C)c(OCC(=O)Nc2ccc(C(=O)O)cc2NC(=O)COc2cc(C)ccc2C)c1` gave NOD2 RIPK2 PPI -3, SRC3 inh -13, EBV LMP1 NFkB 0, SRC2 inh 9, LRH-1 inv ag -19, C8 TRAIL sens 5, Vif inh 1, TROY NFkB inh 3, NR2F2 inh -8, SRC1 inh -16 and TLR9-MyD88 inh -14.
Screening CCN(C(=O)COC(=O)c1ccc2ccccc2n1)c1c(N)n(Cc2ccccc2)c(=O)[nH]c1=O returned NOD2 RIPK2 PPI -5, SRC3 inh -1, EBV LMP1 NFkB 3, SRC2 inh -2, LRH-1 inv ag 0, C8 TRAIL sens -15, Vif inh 0, TROY NFkB inh -8, NR2F2 inh -1, SRC1 inh -5 and TLR9-MyD88 inh 0.
Screening Cc1ccc(OCc2nnc(SCC(=O)c3cccc([N+](=O)[O-])c3)n2C)cc1 returned NOD2 RIPK2 PPI -12, SRC3 inh 12, EBV LMP1 NFkB -3, SRC2 inh 7, LRH-1 inv ag 8, C8 TRAIL sens 4, TROY NFkB inh 4, NR2F2 inh 13, SRC1 inh 11 and TLR9-MyD88 inh 3.
`COC(=O)Cn1c(=NC(=O)C(C)(C)C)sc2c(C)cc(C)cc21` gave NOD2 RIPK2 PPI -1, SRC3 inh 8, EBV LMP1 NFkB -9, SRC2 inh -8, LRH-1 inv ag 4, C8 TRAIL sens -14, Vif inh -10, TROY NFkB inh 3, NR2F2 inh 19, SRC1 inh 14 and TLR9-MyD88 inh 6.
Screening C[C@H](NC(=O)c1ccc(C(C)(C)C)cc1)C(=O)N1CCOCC1 returned NOD2 RIPK2 PPI -3, SRC3 inh -10, EBV LMP1 NFkB 3, SRC2 inh 6, LRH-1 inv ag 8, C8 TRAIL sens 8, Vif inh -5, TROY NFkB inh -11, NR2F2 inh -1, SRC1 inh 1 and TLR9-MyD88 inh -6.
Cc1ccc(-c2cc(-c3ccccc3[N+](=O)[O-])[nH]n2)c(O)c1 was read as NOD2 RIPK2 PPI 8, SRC3 inh -102, EBV LMP1 NFkB -55, SRC2 inh -68, LRH-1 inv ag -74, C8 TRAIL sens -2, Vif inh -12, TROY NFkB inh -81, NR2F2 inh -51, SRC1 inh -108 and TLR9-MyD88 inh -2.
`Cc1ccccc1-c1noc(-c2ccccc2C(=O)O)n1` gave NOD2 RIPK2 PPI -7, SRC3 inh -9, EBV LMP1 NFkB -7, SRC2 inh -27, LRH-1 inv ag -22, C8 TRAIL sens 5, Vif inh -11, TROY NFkB inh -33, NR2F2 inh -16, SRC1 inh -15 and TLR9-MyD88 inh -9.
`COc1ccc(CC(=O)Nc2cc(S(=O)(=O)N3CCOCC3)ccc2N2CCCC2)cc1` gave NOD2 RIPK2 PPI -1, SRC3 inh 19, EBV LMP1 NFkB 0, SRC2 inh 20, LRH-1 inv ag -18, C8 TRAIL sens -11, Vif inh 6, TROY NFkB inh 8, NR2F2 inh -2, SRC1 inh 10 and TLR9-MyD88 inh 0.
Cc1ccc(-c2ccc(=O)n(CC(=O)N3CCN(c4cccc(C)c4)C(C)C3)n2)cc1 (centres undefined) was read as NOD2 RIPK2 PPI 10, SRC3 inh 20, EBV LMP1 NFkB 7, SRC2 inh 11, LRH-1 inv ag -11, C8 TRAIL sens -8, Vif inh -9, TROY NFkB inh 8, NR2F2 inh 26, SRC1 inh -23 and TLR9-MyD88 inh -3.
CC(C)(C)c1cc(C(C)(C)C)n(-c2ccccc2)n1 was read as NOD2 RIPK2 PPI -5, SRC3 inh -52, EBV LMP1 NFkB 3, SRC2 inh 11, LRH-1 inv ag 8, C8 TRAIL sens -6, Vif inh 2, TROY NFkB inh -14, NR2F2 inh 0, SRC1 inh -2 and TLR9-MyD88 inh 2.
For CC[C@]12c3[nH]c4ccccc4c3CCN1C(=O)C(CC(=O)NCCC1=CCCCC1)C[C@@H]2C(=O)N1CCN(C(=O)C2CC2)CC1 (some centres undefined) the results were NOD2 RIPK2 PPI -4, SRC3 inh -4, EBV LMP1 NFkB -13, SRC2 inh 16, LRH-1 inv ag 1, C8 TRAIL sens 11, TROY NFkB inh 7, NR2F2 inh 11, SRC1 inh 9 and TLR9-MyD88 inh -3.
For Cc1cc(Cl)ccc1OCCCC(=O)NNC(=O)c1ccccc1O the results were NOD2 RIPK2 PPI -8, SRC3 inh 5, EBV LMP1 NFkB 6, SRC2 inh 22, LRH-1 inv ag 13, C8 TRAIL sens 0, Vif inh -7, TROY NFkB inh 32, NR2F2 inh -4, SRC1 inh -1 and TLR9-MyD88 inh -3.
Cc1ccc(NC(=O)CNC(=O)c2cccc(C)c2)nc1 was read as NOD2 RIPK2 PPI 0, SRC3 inh -14, EBV LMP1 NFkB 2, SRC2 inh -8, LRH-1 inv ag 3, C8 TRAIL sens 11, Vif inh -7, TROY NFkB inh -2, NR2F2 inh -11, SRC1 inh -3 and TLR9-MyD88 inh 6.
O=C(Nc1ccccc1N1CCCCC1)c1cc(S(=O)(=O)N2CCOCC2)ccc1Cl was read as NOD2 RIPK2 PPI -9, SRC3 inh -1, EBV LMP1 NFkB -5, SRC2 inh 4, LRH-1 inv ag 2, C8 TRAIL sens -11, Vif inh 1, TROY NFkB inh -9, NR2F2 inh 11, SRC1 inh 7 and TLR9-MyD88 inh 1.
COC(=O)c1ccc(NC(=O)c2cccc(NC(=O)c3ccco3)c2)cc1 was read as NOD2 RIPK2 PPI -9, SRC3 inh -5, EBV LMP1 NFkB 4, SRC2 inh -22, LRH-1 inv ag -16, C8 TRAIL sens -1, Vif inh -12, TROY NFkB inh -2, NR2F2 inh -26, SRC1 inh 11 and TLR9-MyD88 inh 2.
For CC1CCN(C(=O)Cn2nnc(-c3cccs3)n2)CC1 the results were NOD2 RIPK2 PPI -7, SRC3 inh -67, EBV LMP1 NFkB -17, SRC2 inh -91, LRH-1 inv ag -54, C8 TRAIL sens -6, Vif inh 3, TROY NFkB inh -63, NR2F2 inh -54, SRC1 inh -74 and TLR9-MyD88 inh 11.
O=C(O)CN1C(=O)C=CC1=O was read as NOD2 RIPK2 PPI 3, SRC3 inh -9, EBV LMP1 NFkB -3, SRC2 inh -2, LRH-1 inv ag -1, C8 TRAIL sens 3, Vif inh 9, TROY NFkB inh -10, NR2F2 inh 12, SRC1 inh -28 and TLR9-MyD88 inh 6.
Cc1cccc(NS(=O)(=O)c2cccc(C(=O)NCc3ccccc3CN3CCOCC3)c2)c1 was read as NOD2 RIPK2 PPI -5, SRC3 inh 18, EBV LMP1 NFkB 5, SRC2 inh 7, LRH-1 inv ag -17, C8 TRAIL sens -1, Vif inh -1, TROY NFkB inh 8, NR2F2 inh -7, SRC1 inh -12 and TLR9-MyD88 inh 2.
`CN(CCc1ccccc1)C(=O)c1ccc(NC(=O)Cc2ccc(NC(=O)C3CCN(C(=O)C4CCCCC4)CC3)cc2)cc1` gave NOD2 RIPK2 PPI -6, SRC3 inh -3, EBV LMP1 NFkB 0, SRC2 inh -2, LRH-1 inv ag 14, C8 TRAIL sens 17, TROY NFkB inh 16, NR2F2 inh 0, SRC1 inh 2 and TLR9-MyD88 inh -14.
Screening OC(COc1cccc2ccccc12)CN1CCN(c2ccccn2)CC1 (centres undefined) returned NOD2 RIPK2 PPI 12, SRC3 inh 7, EBV LMP1 NFkB -4, SRC2 inh 2, LRH-1 inv ag -4, C8 TRAIL sens 2, Vif inh 15, TROY NFkB inh 4, NR2F2 inh -4, SRC1 inh -17 and TLR9-MyD88 inh 4.
